# ASAP1 GAP inh: blocks human ASAP1-stimulated Arf1 GTP hydrolysis. Q9ULH1. GDP FP detection. inhibition, % at 16.5 µM. 360,000 tested, 0.19% active. AID 624377; in the data active = inhibition above about 25%;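 note: 0% = vehicle with enzyme and substrate and 100% = no enzyme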
# proKLK7 act: activators of human kallikrein-7 zymogen | 370,000 tested, 0.9% active | AID 652039 | P49862 | purified proKLK7, EDANS-DABCYL substrate fluorescence; 100% is mature enzyme control, 0% vehicle | activation, % at 7 µM;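 active = activation above the mean of all tested compounds plus 3 SD, computed per campaign excluding outliers beyond control limits, cut at about 13% in these data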
# Tn6 DDE FP: DD(E)-Tn6 binding inhibition, primary FP screen. P02675. Fibrin DD(E) TRITC-Tn6 fluorescence polarization displacement. inhibition, % at 8.3 µM. 370,000 tested, 0.21% active. AID 720509;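 active = inhibition above a per-campaign cutoff: mean of compounds within control limits plus 3 SD, cut at about 15% in these data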;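 note: 0% = median of all compound wells on the plate and 100% = blocking peptide control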
# NPR1 activator: GC-A (human) enzyme activation. HEK293 GC-A cells, cGMP TR-FRET, EC30 ANP; 0% at EC30 ANP, 100% saturating ANP. 370,000 tested, 0.14% active. AID 1671463. P16066. activation, % at 10 µM; in the data active = activation above about 40%
# Target sequence (P16066 whole entry, looked up): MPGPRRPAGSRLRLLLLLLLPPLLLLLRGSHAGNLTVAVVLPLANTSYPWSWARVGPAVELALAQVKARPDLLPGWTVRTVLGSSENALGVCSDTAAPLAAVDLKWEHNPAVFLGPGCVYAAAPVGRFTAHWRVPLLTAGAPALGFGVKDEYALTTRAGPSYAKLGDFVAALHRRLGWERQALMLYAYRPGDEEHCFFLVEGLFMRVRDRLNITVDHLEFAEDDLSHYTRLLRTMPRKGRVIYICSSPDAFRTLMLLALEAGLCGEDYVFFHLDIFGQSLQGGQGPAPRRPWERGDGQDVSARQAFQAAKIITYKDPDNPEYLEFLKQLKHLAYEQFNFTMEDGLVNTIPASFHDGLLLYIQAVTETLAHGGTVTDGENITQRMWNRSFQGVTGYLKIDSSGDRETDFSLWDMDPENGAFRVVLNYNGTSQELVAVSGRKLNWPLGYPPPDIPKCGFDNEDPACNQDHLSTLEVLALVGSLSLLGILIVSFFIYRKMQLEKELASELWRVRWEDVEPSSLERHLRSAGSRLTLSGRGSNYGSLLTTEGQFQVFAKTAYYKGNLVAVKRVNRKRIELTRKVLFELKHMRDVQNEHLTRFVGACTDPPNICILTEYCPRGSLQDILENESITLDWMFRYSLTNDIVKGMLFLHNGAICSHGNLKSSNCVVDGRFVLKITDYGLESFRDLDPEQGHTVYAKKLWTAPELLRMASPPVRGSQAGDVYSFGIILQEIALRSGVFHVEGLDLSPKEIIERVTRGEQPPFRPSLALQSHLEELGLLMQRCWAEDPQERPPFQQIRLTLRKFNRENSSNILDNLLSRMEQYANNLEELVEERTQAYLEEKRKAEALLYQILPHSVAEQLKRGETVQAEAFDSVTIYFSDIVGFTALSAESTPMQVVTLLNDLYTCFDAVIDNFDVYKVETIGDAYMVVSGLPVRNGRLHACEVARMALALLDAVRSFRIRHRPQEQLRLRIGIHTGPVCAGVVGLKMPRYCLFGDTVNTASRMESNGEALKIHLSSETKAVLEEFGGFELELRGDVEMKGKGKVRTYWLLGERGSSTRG
# sPLA2-III inh: Blocks human group III sPLA2 activity; 370,000 tested, 0.56% active; Q9NZ20; inhibition, % at 12.2 µM; AID 743126; QFRET BODIPY PC-A2 liposome hydrolysis, fluorescence;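 active = inhibition above mean plus 3 SD of compounds lying within the high and low control bounds, cut at about 19% in these data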;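 note: 0% = median of test compound wells and 100% = no enzyme DMSO wells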
# ARFGAP1 inh: inhibitors of rat ARFGAP1; Q62848; Arfgap1-stimulated ARF1 GTP hydrolysis, GDP FP detection; inhibition, % at 16.5 µM; 360,000 tested, 0.26% active; AID 651572;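 active = inhibition above a per-plate limit, mean inhibition of low control wells plus 3 SD, cut at about 25% in these data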;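 note: 0% = DMSO wells with enzyme and 100% = wells lacking Arfgap1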
#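 Material: rat Arfgap1 catalytic domain, aa 1-136; also added: human ARF1(Δ1-17)-GTP substrate; compound dosing: one concentration, 16.5 µM, DMSO 1.26%; incubation: GTP hydrolysis reaction 2 h at 25 °C; measured by: Tracer-displacement fluorescence polarization with EDTA stop, 620/688 nm; evaluation: % inhibition from polarization; repeats: one replicate per compound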
# rCAG binder: r(CAG) repeat RNA binding; inhibition, % at 3 µM; TO-PRO-1 dye displacement fluorescence; 370,000 tested, 1.3% active; AID 651821;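 active = inhibition above the plate cutoff, the mean of all test compounds on that plate plus 3 SD, cut at about 35% in these data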;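 note: 0% = DMSO alone and 100% = 100 µM mitoxantrone as full dye displacement; higher means more dye released from RNA so lower well fluorescence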
# ADAM10 inh: inhibitors of human ADAM10; recombinant ADAM10, EDANS/DABCYL FRET peptide cleavage, 3 h; inhibition, % at 7 µM; O14672; 370,000 tested, 0.62% active;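 active = inhibition above a per-campaign cutoff equal to the mean of compounds falling between control-based bounds plus 3 SD, cut at about 20% in these data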;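 note: 0% = DMSO wells while the 100% control is not disclosed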
# GAA850 FXN act: increases GAA850 frataxin promoter reporter activity | HEK293 lucGAA850 FXN promoter luciferase reporter, 24 h; percent of 10 µM SAHA response | activation, % at 6 µM | 360,000 tested, 0.56% active | AID 540364;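 active = activation above the average of all compounds screened plus 3 SD, cutoff fixed separately per campaign, cut at about 7.5% in these data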;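 note: 0% = DMSO wells and 100% = 10 µM SAHA wells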
# GC-B act: GC-B (human) receptor activation; HEK293-GC-B cells, CNP EC30, cGMP TR-FRET; 0% at EC30 CNP, 100% saturating CNP; 370,000 tested, 0.11% active; activation, % at 10 µM;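 active = activation at 10 µM reaching about 35% in either raw or pattern-adjusted values, limit read from the data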
# The depositor's hits bear a star; i = inactive; nt = no result given. Rows were taken by chance (roughly 4.5% active in at least one column).
SMILES,ASAP1 GAP inh,proKLK7 act,Tn6 DDE FP,NPR1 activator,sPLA2-III inh,ARFGAP1 inh,rCAG binder,ADAM10 inh,GAA850 FXN act,GC-B act
O=C1COc2ccc(C(=O)COC(=O)/C=C/c3cccc(F)c3)cc2N1,4,-0.1,2,3,3,-2,6,5,0.2,1
O=C(NCC1CCCO1)C1CCC(CNS(=O)(=O)c2ccccc2)CC1 (stereo not given),4,0.3,-1,5,1,4,-2,-4,-1.5,0
CN(C(=O)c1cccc(NC(=O)Cc2ccc([N+](=O)[O-])cc2)c1)C1CCCCC1,15,-0.5,2,-1,-45,3,0,4,-2.9,-2
Cc1cc(O)c(C(=O)/C=C/c2ccc(Cl)cc2)c(=O)o1,-3,-1.0,2,-1,-2,1,33,-15,3.6,-9
O=C(Cc1ccccc1)NNS(=O)(=O)c1ccc([N+](=O)[O-])cc1,-10,0.5,5,4,-1,-10,2,0,0.0,2
CSc1nc2nc(-c3ccccc3)cc(=O)n2[nH]1,3,0.7,-2,3,-3,7,5,0,-1.6,0
CC[C@@]12C(=O)N(c3cccc(F)c3)C(=O)N1[C@H](c1ccc(Br)cc1)[C@@H]1C(=O)N(C(C)(C)C)C(=O)[C@@H]12,21,0.8,-1,-9,-31,9,-2,17,15*,-9
CCOC(=O)c1[nH]c2c(c1C)C(=O)CC(c1ccc(F)cc1)C2 (stereo not given),-2,1.1,0,-1,-2,-15,-1,-4,-3.1,-12
O=[N+]([O-])c1ccc2c(c1)oc1ccccc12,13,0.2,5,-5,2,5,3,-3,-0.5,0
O=C(C1CCC1)N1CCc2cc(S(=O)(=O)N3CCCC3)ccc21,nt,-0.3,2,0,-1,nt,1,-2,nt,6
COc1ccc(COC(=O)NNC(=O)c2ccc(OC)cc2)cc1,6,-0.3,-3,-3,-3,14,-3,3,-3.2,2
CNc1ccc(C(=O)OCC(=O)NC(=O)NC2CCCCC2)cc1[N+](=O)[O-],-1,0.4,4,2,9,-5,0,-4,0.9,-5
COc1ccc(C)cc1-n1c(SCC(=O)NCC2CCCO2)nc2c([nH]c3ccccc32)c1=O (stereo not given),7,1.0,-6,-2,-8,3,-3,-19,-10.0,3
Cc1nc2c(=O)oc3ccccc3c2n1-c1ccccc1,0,-0.5,3,0,3,4,3,0,-1.0,10
CC(=O)c1c(C)[nH]c(C(=O)Nc2ccccc2Cl)c1C,2,0.2,-3,0,-2,7,1,1,5.1,-3
CCOc1ccccc1NC(=O)CN1CCN(C(=O)C2CCCO2)CC1 (stereo not given),11,0.5,1,3,2,-7,-7,-11,2.1,1
CCCN1CNC(=S)N(Cc2ccccc2)C1,-7,-0.3,-1,4,14,-1,-2,-5,-2.1,1
Cc1nn(-c2ccccc2)c(C)c1S(=O)(=O)O,-2,-0.9,2,1,6,7,1,2,0.1,4
CCOC(=O)N1CCC(N2CCCC(C(=O)c3cccc(OC(C)C)c3)C2)CC1 (stereo not given),7,0.6,-4,-3,-4,6,-11,-20,1.9,0
CC1(C)Cc2nc(N)c(C(=O)NCCO)cc2CO1,-7,1.1,3,2,0,-8,-1,i,-1.4,3
CCc1cc2cc(C(=O)Nc3ccc(F)cc3)sc2s1,21,-0.2,4,0,-3,-13,1,1,1.5,-5
CCOC(=O)c1c(C)nc2ccccc2c1-c1ccccc1,-15,0.2,5,-7,0,-3,-7,11,1.2,-3
Clc1ccccc1-c1nnc2sc(C3COc4ccccc4O3)nn12 (stereo not given),8,0.5,-11,-2,-2,-5,4,9,2.1,-5
O=[N+]([O-])c1ccc(N2CCN(S(=O)(=O)c3cnc[nH]3)CC2)cc1,-5,-0.2,1,-1,-29,0,3,0,-0.6,2
O=C(CN(C(=O)Cn1nnc(-c2ccc(F)cc2)n1)C1CCCC1)NC1CCCC1,0,0.0,3,4,0,2,-3,-3,-1.0,-1
CCOC(=O)c1c(NC(=O)CSc2nc3cc(Cl)ccc3s2)sc(C(C)=O)c1C,-12,-0.2,6,-5,8,-12,11,-10,nt,0
COc1ccccc1N1CCN(c2nc3c(C)cccn3c(=O)c2C=O)CC1,-13,0.1,-6,0,2,-2,-3,10,3.0,-5
CCCCNC(=O)C[C@H]1C[C@@]2(C(=O)OC)C(=C[C@H](C3CCCC3)O[C@@H]2C)N(Cc2ccco2)C1=O,nt,0.6,-3,-8,-6,nt,-3,4,nt,-9
O=C(Cc1ccccc1Cl)NC1(O)C(=O)c2ccccc2C1=O,14,1.0,-6,5,2,15,-2,-3,0.7,5
CC(=O)Nc1ccc2c(=O)n(-c3ccccc3)sc2c1,4,0.8,0,18,6,-8,-1,-10,-2.1,4
CCOC(=O)[C@]12CCCC=C1N(CCc1ccc(Cl)cc1)C(=O)[C@@H]2CC(=O)NCCC(C)C,nt,0.7,3,0,-9,nt,2,11,nt,5
CCc1ccc(NC(=O)c2ccc3nc(N)sc3c2)cc1,6,0.1,-7,-2,-8,-1,9,7,2.5,-5
COc1ccccc1/C=C(\NC(=O)c1ccc(OC)c(OC)c1)C(=O)Nc1cc([N+](=O)[O-])ccc1C,-2,0.0,-4,2,13,10,9,-1,-1.8,-1
COc1ccc(CN(C)C(=O)C2CCN(S(=O)(=O)c3cccs3)CC2)cc1F,3,-0.5,-4,-1,7,3,1,-11,-1.4,3
CC(C)CCN=CC1=C(O)CC(c2ccccc2)CC1=O (stereo not given),3,0.0,0,3,-1,2,-8,-4,1.4,-1
c1cc(Nc2ncnc3sc4c(c23)CCC4)ccn1,-5,32*,3,25,-2,0,-1,i,0.3,3
CCn1c(COc2cccc(C)c2)nnc1SCC(=O)Nc1cccc(C(=O)OC)c1,3,0.1,-11,-4,-68,6,4,7,1.6,-5
Cc1ccccc1C(=O)NCC(=O)OCCOc1ccc(C(C)C)c(C)c1,1,0.3,-2,1,1,10,-8,-7,0.8,2
COc1ccc(C)cc1NC(=O)N1CCC(CO)(CC2CCCCO2)CC1 (stereo not given),-6,0.2,5,3,2,-2,-5,-3,-0.5,4
O=c1cc(-c2ccccc2)[nH]c2[nH]n(-c3ccccc3)c(=O)c12,6,-0.9,7,0,6,10,22,11,4.2,2
Cc1cccc(NC(NC(=O)c2ccccc2[N+](=O)[O-])C(Cl)(Cl)Cl)c1 (stereo not given),3,0.6,0,-7,-1,3,5,2,1.6,-7
O=C1Nc2ccccc2OC1CC(=O)N1CCOCC1 (stereo not given),1,-0.2,1,1,-3,-15,2,0,-0.1,-12
CCCCNCC(O)(c1ccc(Cl)cc1)c1ccc(Cl)cc1,-3,-0.3,2,-38,-4,-2,0,-1,-3.4,-22
CC(C)NC(=O)C(C)N1CCN(S(=O)(=O)c2ccc3ccccc3c2)CC1 (stereo not given),7,-0.3,-6,1,7,6,0,6,0.1,-5
CC1=C(C#N)C(=O)NC(=O)/C1=C/c1ccc(-c2ccc(S(N)(=O)=O)cc2)o1,15,-0.3,-3,-4,6,8,5,-48,-2.3,2
O=C(N/N=C/c1ccc(F)c(F)c1)c1cc2c(s1)-c1ccccc1CC2,-16,-1.3,5,1,-6,-10,4,-31,-0.6,3
COc1cccc(NC(=O)CN2C(=O)NC(c3ccccc3)(c3ccccc3)C2=O)c1,12,1.0,4,-9,-27,4,5,8,-1.2,3
COc1ccc(-c2nn(-c3ccccc3)cc2/C=C2/SC(=S)N(CCC(=O)O)C2=O)cc1,-12,0.5,-10,5,-7,4,20,3,3.6,-2
O=S(=O)(c1cccc(Cl)c1Cl)N1CCCCC1,-5,0.5,1,2,2,3,-4,-1,0.2,1
CCOc1cc(C(=O)N2CCC(CC3CC(c4cccc(Br)c4)=NO3)(C(=O)NCC3CCCCC3)CC2)cc(OCC)c1OCC (stereo not given),-13,0.6,-14,-3,-7,12,27,-9,0.4,4
COc1ccc(C(=O)Nc2nnc(-c3ccccc3)o2)cc1OC,1,0.5,2,-1,-5,-1,7,7,0.3,0
CC(=O)N1c2ccc(S(=O)(=O)N3CCC(C(=O)NCc4ccc(N(C)C)cc4)CC3)cc2CC1C (stereo not given),-7,0.7,-1,2,0,7,0,2,-0.3,-3
O=C(C[C@H]1C[C@H](C(=O)N2CCOCC2)[C@@]2(CCC3CCCC3)c3[nH]c4cc(-c5ccco5)ccc4c3CCN2C1=O)NCCN1CCOCC1,7,91*,1,1,-22,0,8,-289,2.4,-3
NC1=C(c2ccc([N+](=O)[O-])cc2)C(=O)CO1,3,-0.9,11,-3,6,2,6,3,1.8,0
CC(=O)c1cccc(S(=O)(=O)NCC2CCCCC2)c1,2,0.2,1,-2,-6,-7,-4,3,1.8,3
COc1cc(/C=C2/C(=O)NN(c3cccc(Cl)c3)C2=O)cc(OC)c1O,-12,0.5,2,3,-13,-5,50*,0,1.9,-1
Cc1cc2cc(CNC(=O)c3ccc(S(=O)(=O)N4CCOCC4)cc3)ccc2n1C,0,0.2,53*,2,-8,1,19,-20,1.4,1
CC(=O)Nc1ccccc1C(=O)C(=O)Nc1cccc(C(=O)NCC2CCCO2)c1 (stereo not given),-2,0.1,6,-2,0,-7,-4,-8,0.3,0
CN1c2ccccc2C(O)=C(C(=S)Nc2ccccc2)S1(=O)=O,3,-0.4,2,0,-6,9,26,2,0.2,3
COc1ccc2sc(-c3ccc(N(C)C)cc3)c(-c3ccc4cc[nH]c4c3)c2c1,5,-52,5,4,13,14,14,i,2.6,9

# Fetched by compound from above (3):
SMILES,ASAP1 GAP inh,proKLK7 act,Tn6 DDE FP,NPR1 activator,sPLA2-III inh,ARFGAP1 inh,rCAG binder,ADAM10 inh,GAA850 FXN act,GC-B act
CCOc1cc(C(=O)N2CCC(CC3CC(c4cccc(Br)c4)=NO3)(C(=O)NCC3CCCCC3)CC2)cc(OCC)c1OCC (stereo not given),-13,0.6,-14,-3,-7,12,27,-9,0.4,4
CC(=O)c1cccc(S(=O)(=O)NCC2CCCCC2)c1,2,0.2,1,-2,-6,-7,-4,3,1.8,3
O=C1Nc2ccccc2OC1CC(=O)N1CCOCC1 (stereo not given),1,-0.2,1,1,-3,-15,2,0,-0.1,-12

# Additional structures follow.
SMILES,ASAP1 GAP inh,proKLK7 act,Tn6 DDE FP,NPR1 activator,sPLA2-III inh,ARFGAP1 inh,rCAG binder,ADAM10 inh,GAA850 FXN act,GC-B act
COc1ccc(S(=O)(=O)N2CCCCC2)cc1NC(=O)Cc1cccc(C(F)(F)F)c1,1,0.0,7,0,-6,-7,-3,-10,2.2,-3
COc1ccccc1Cn1c(C)c(C(=O)NCc2ccc3c(c2)OCCO3)sc1=O,-3,-0.3,-2,1,-6,6,-1,-8,0.3,-3
COC(=O)c1c(C(=O)OC)c2c(-c3ccccc3)cc3cccc1n32,-21,-61,5,1,-20,-5,6,i,3.2,5
Nc1cnc(Br)cc1Br,4,0.4,4,2,14,9,-2,-4,3.0,-1
Cc1cccc(N(C(=O)CNC(=O)c2ccco2)C(C(=O)NC2CCCCC2)c2cccnc2)c1 (stereo not given),-4,-0.6,-3,-1,11,-1,-2,7,5.8,2
COC(=O)c1nc(N)sc1C(C)C,-5,-0.3,1,2,5,-9,-1,3,-0.3,-4
CC1(C(=O)NS(=O)(=O)C2CC2)CCCN(C(=O)c2ccc3ccccc3c2)C1 (stereo not given),-2,0.2,-4,1,4,4,3,-11,0.0,-1
